Screens deposited in PubChem BioAssay by National Center for Advancing Translational Sciences (NCATS).
AmpC det inh: inhibitors of E. coli AmpC beta-lactamase with detergent. P00811. purified AmpC, nitrocefin hydrolysis with detergent. Potency, µM (doses to about 28.7 µM), inactives show top-dose activity change, negative = inhibition. hit rate 0.09% among 71,000. AID 584; active means well fitted curve in the direction sought with a large enough effect
Target sequence (P00811 whole entry, looked up): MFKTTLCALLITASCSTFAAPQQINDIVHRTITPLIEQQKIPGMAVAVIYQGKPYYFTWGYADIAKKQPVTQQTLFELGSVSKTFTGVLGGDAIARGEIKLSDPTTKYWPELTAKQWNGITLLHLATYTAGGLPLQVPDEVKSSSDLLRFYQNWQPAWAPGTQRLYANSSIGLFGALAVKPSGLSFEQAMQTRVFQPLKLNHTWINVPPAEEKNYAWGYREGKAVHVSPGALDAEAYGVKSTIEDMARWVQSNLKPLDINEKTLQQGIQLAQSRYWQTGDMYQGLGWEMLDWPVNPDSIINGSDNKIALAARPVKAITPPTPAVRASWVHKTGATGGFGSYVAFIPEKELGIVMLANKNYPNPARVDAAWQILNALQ
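E. coli AmpC (5.3 nM) in 20 mM phosphate pH 7.0 with 0.01% Triton X-100, preincubated 15 min RT with compound; nitrocefin (2 uL of 800 uM stock) hydrolysis followed by 480 nm absorbance every 20 s over 4 min.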
The depositor's hits bear a star; & = joins results of further samples; [ ] = remark or other dose. On the % scale 0 is the no-effect control and ±100 the full control effect; potency means the concentration at half of the fitted maximal effect. Only part of the results is shown (hit frequency here may not be typical).

SMILES	AmpC det inh
O=C(CSc1nnc(COc2ccccc2)n1Cc1ccco1)NCc1ccco1	-4%
O=C(O)CCCc1ccc(N(CCCl)CCCl)cc1	10%
CCOC(=O)N1CCN(c2c(Nc3cc(C)[nH]n3)c(=O)c2=O)CC1	12%
c1cncc(-c2nnc(-c3ccco3)o2)c1	-2%
Cc1cc(C)n(-c2ccc(C(=O)OCC(=O)NCc3ccco3)cc2)n1	-1%
CCOC(=O)c1cccc(NC(=O)Cn2cnc3c2c(=O)n(C)c(=O)n3C)c1	-3%
Clc1cccc(Cl)c1NC1=NCCN1	-2%
O=C1CC(=O)N(CCc2ccccc2)C(=O)N1CCc1ccccc1	0%
CC(C)(C)n1nnnc1CN1CCC(NC(=O)NC2CCCCC2)CC1	-7%
C=C[C@]1(C)C[C@H](OC(=O)CO)[C@]2(C)C3C(=O)CC[C@]3(CC[C@H]2C)[C@H](C)[C@H]1O (some centres undefined)	-6%[5.75 µM]
Cc1ccc(SC(C)C(=O)Nc2ncn[nH]2)cc1 (centres undefined)	0%
C[C@H](NCCC(c1ccccc1)c1ccccc1)c1ccccc1	0%[12.8 µM]
Cc1oc2ccc(OC(=O)N(C)C)cc2c1C(=O)OC(C)C	-6%
CCCn1c(=N)c(C(=O)NCc2ccc3c(c2)OCO3)cc2c(=O)n3cccc(C)c3nc21	-4%
Cc1cc(C)nc(N2CCCC(C(=O)NCCc3cccc(F)c3)C2)n1 (centres undefined)	0%
CCOP(=S)(OCC)c1ccc(N(C)C)cc1	-6%
CC(C)(C)NC(=O)CN(Cc1cccnc1)C(=O)c1csnn1	-3%
OC(CNc1nc2ccccc2s1)c1ccccc1 (centres undefined)	-1%
COCC(=O)/C=C1\Sc2ccccc2N1C	-2%
CC(C)CSc1nnc2[nH]c(=O)cc(N)n12	-3%
O=C(CSc1nnc(COc2ccccc2)n1-c1ccccc1)c1cccs1	5%
c1ccc2c(c1)OCC(c1nnc3n1-c1ccccc1SC3)O2 (centres undefined)	-2%
O=C(N1CCOCC1)N1CCOCC1	-1%
Cn1c(=O)c2c(nc(NCCc3ccccc3)n2Cc2ccccc2)n(C)c1=O	-4%
CCCC(=O)Nc1cc(C)c(NC(=O)c2ccccn2)cn1	1%
CC(NC(=O)Cc1cccs1)C(c1cccs1)N1CCN(c2ccccc2F)CC1 (centres undefined)	12%
Cc1cc(NS(=O)(=O)c2ccccc2)c(C)c(Cl)c1O	6%
Cc1cc(C(N)=O)c2ccccc2n1	1%
CCOC(=O)c1ccc(NC(=O)Cn2nnc(-c3ccccc3C)n2)cc1	7%
CC1=C(\C=C/C(C)=C/C=C\C(C)=C\C(=O)Nc2ccc(O)cc2)C(C)(C)CCC1	1%
COc1ccc(CNC(=O)COC(=O)c2n[nH]c3ccccc23)cc1	-2%
CCOc1ccc2nc(-c3ccc(OC)c(OC)c3)cc(C(=O)O)c2c1	9%
Nc1cccc2c(=O)[nH][nH]c(=O)c12	11%
CNCC(O)c1cccc(OC(=O)c2ccccc2C)c1 (centres undefined)	-2%
O=c1cc(NC2CCCCCC2)[nH]c(=O)[nH]1	-1%
COC(=O)c1sccc1NC(=O)c1csc(C)c1	-6%
C=C(C)c1cccc(C(C)(C)NC(=O)NCC2CCCO2)c1 (centres undefined)	5%
N#C/C(=C\c1ccc(O)c(O)c1)C(=O)Nc1ccccc1	-5%&-1%
CC(C)=CCCC(C)CN(C)CCc1ccccn1 (centres undefined)	1%
COc1ccccc1NC=C1C(=O)OC2(CCCCC2)OC1=O	-5%
CCOc1ccc(C(C)=O)cc1COC(=O)C1=COCCO1	-5%
CCOC(=O)c1ccc(NC(=O)CSc2nnc(-c3cccs3)n2C)cc1	13%
O=C(Nc1ccccc1O)c1cc(S(=O)(=O)N2CCOCC2)c(Cl)cc1Cl	0%
COCCCNC(=O)C(Cc1ccccc1)NS(=O)(=O)c1ccc2c(c1)c(=O)n(C)c(=O)n2C (centres undefined)	14%
O=C(Nc1ccc2nc3n(c(=O)c2c1)CCCCC3)c1ccccn1	-1%
O=c1c(-c2cc(F)cc(F)c2)nc2cnc(N3CCNCC3)nc2n1CCc1ccccc1	-1%
O=C(Cc1cn2ccsc2n1)NCCc1ccc(F)cc1	5%
CCc1ccc(OCC(=O)NCCN(C)C)c(Br)c1	-1%

The closing two records of the part above come first, to join the parts.
SMILES	AmpC det inh
O=C(Cc1cn2ccsc2n1)NCCc1ccc(F)cc1	5%
CCc1ccc(OCC(=O)NCCN(C)C)c(Br)c1	-1%
Cc1ccc(C)c2[nH]c(=O)c(CN(Cc3nnnn3C3CCCCC3)CC3CCCO3)cc12 (centres undefined)	6%
C=CCOc1ccc(CN(C)CC(=O)N(CC(C)C)c2c(N)n(CC(C)C)c(=O)[nH]c2=O)cc1	1%
COc1cccc(-c2cc(C(F)(F)F)nc(NCc3ccco3)n2)c1	30%
Cc1c(C(=O)N2CCOCC2)[nH]c2c1C(=O)CC(c1ccc(Cl)cc1)C2 (centres undefined)	1%
Cc1ccc(C(=O)Nc2nc3c(s2)CCCC3)o1	-1%
O=C(COc1ccc(Cl)cc1)N1CCN(c2ncccn2)CC1	-4%
Cc1ccc(-c2nc3cc(N)ccc3o2)c(C)c1	-8%
CCSc1nc(=O)n(-c2ccccc2)c(C)c1C(C)=O	-1%
CN1CCc2cc3c(cc2C(=O)Cc2ccc4c(c2C1)OCO4)OCO3	-3%
C[C@H]1O[C@@H](CC(=O)O)Cc2c1c(O)c1c(O)cc(-c3cc(=O)c4c(=O)c5c(c(=O)c=4c3=O)C[C@H](CC(=O)O)O[C@@H]5C)c(O)c1c2O	-3%[5.75 µM]
Cc1c(C(=O)NCCc2ccccc2)oc2ccc(S(=O)(=O)N3CCC4(CC3)OCCO4)cc12	0%
CC1=CC(C)C2C(=O)N(CCC[N+](C)(C)C)C(=O)C2C1 (centres undefined)	-1%

As a short view, 16 of the compounds above:
SMILES	AmpC det inh
CCOC(=O)c1ccc(NC(=O)CSc2nnc(-c3cccs3)n2C)cc1	13%
O=C(Nc1ccccc1O)c1cc(S(=O)(=O)N2CCOCC2)c(Cl)cc1Cl	0%
COCCCNC(=O)C(Cc1ccccc1)NS(=O)(=O)c1ccc2c(c1)c(=O)n(C)c(=O)n2C (centres undefined)	14%
O=C(Nc1ccc2nc3n(c(=O)c2c1)CCCCC3)c1ccccn1	-1%
O=c1c(-c2cc(F)cc(F)c2)nc2cnc(N3CCNCC3)nc2n1CCc1ccccc1	-1%
O=C(Cc1cn2ccsc2n1)NCCc1ccc(F)cc1	5%
CCc1ccc(OCC(=O)NCCN(C)C)c(Br)c1	-1%
Cc1ccc(C)c2[nH]c(=O)c(CN(Cc3nnnn3C3CCCCC3)CC3CCCO3)cc12 (centres undefined)	6%
C=CCOc1ccc(CN(C)CC(=O)N(CC(C)C)c2c(N)n(CC(C)C)c(=O)[nH]c2=O)cc1	1%
COc1cccc(-c2cc(C(F)(F)F)nc(NCc3ccco3)n2)c1	30%
Cc1c(C(=O)N2CCOCC2)[nH]c2c1C(=O)CC(c1ccc(Cl)cc1)C2 (centres undefined)	1%
Cc1ccc(C(=O)Nc2nc3c(s2)CCCC3)o1	-1%
O=C(COc1ccc(Cl)cc1)N1CCN(c2ncccn2)CC1	-4%
Cc1ccc(-c2nc3cc(N)ccc3o2)c(C)c1	-8%
CCSc1nc(=O)n(-c2ccccc2)c(C)c1C(C)=O	-1%
CN1CCc2cc3c(cc2C(=O)Cc2ccc4c(c2C1)OCO4)OCO3	-3%

The list continues.
SMILES	AmpC det inh
CN(C)C(=O)Oc1cccc([N+](C)(C)C)c1	-1%[12.8 µM]
C=CCn1c(SCC(=O)NCC(=O)OCC)nnc1-c1ccccn1	14%
CCOC(=O)c1c(NC(=O)C(F)(OC)C(F)(F)F)sc2c1CCN(C)C2 (centres undefined)	-2%
CCc1ccc(NC(=O)c2ccc3c(c2)C(=O)N(Cc2ccco2)C3=O)cc1	10%
O=C(O)c1ccc(OCc2occc2C(=O)O)cc1	-2%
O=c1cc(C2CCNCC2)[nH][nH]1	-1%
Cc1ccccc1Nc1nn2c(=O)c3ccccc3nc2s1	-3%
COc1ccc(C)cc1NC(=O)CSc1nnc(-c2ccco2)n1Cc1ccco1	-3%
CN(Cc1cccs1)S(=O)(=O)c1cccs1	7%
O=S(=O)(c1ccccc1)N1CCC2(CC1)CN(C(c1ccccc1)c1ccccc1)C2	-4%
O=C(c1ccc(=O)[nH]c1)N(Cc1ccco1)C1(C(=O)NC2CCCCC2)CCCCC1	-2%
NC(=O)C1CCN(C(=O)CSc2nc3c(c(-c4ccccc4)n2)CCCC3)CC1	-5%
O=C(c1ccc(Br)o1)N1CCN(c2ccc(F)cc2)CC1	0%
CN1C[C@@H](CNC(=O)OCc2ccccc2)C[C@H]2c3cccc4c3c(cn4C)C[C@@H]21	-1%
c1csc(CNc2ncnc3nc[nH]c23)c1	1%
O=C(c1ccc2nccnc2c1)N1CCN(Cc2ccc3c(c2)OCO3)CC1	7%
COC(=O)c1cc2oc3ccccc3c2n1CC(=O)Nc1ccccc1OC	-3%
Cc1cc(NC(=O)c2cnn3c(C(F)(F)F)cc(-c4ccccc4)nc23)no1	-9%
CNC(=O)CSc1nnc(-c2cccc(S(=O)(=O)N3CCOCC3)c2)n1-c1ccc(F)cc1	-3%
CC(=O)N1CN(C2CCS(=O)(=O)C2)Cc2c1sc1c2CCCC1 (centres undefined)	-3%
O=C(COc1ccc(Cl)cc1)NCc1nnc(SCC(=O)Nc2ccc3c(c2)OCCO3)o1	13%
Cc1cccc(C)c1Nc1nnc(SCC(=O)NCc2ccco2)s1	0%
O=S(=O)(c1ccccc1)N1CCC2(CCCN(C(c3ccccc3)c3ccccc3)C2)CC1	-1%
Cc1cccc2cc(CN(CCN3CCOCC3)C(=O)NCc3ccccc3)c(=O)[nH]c12	-4%
O=C(O)c1ccc2c(c1)C(=O)N(CCC1=CCCCC1)C2=O	-2%
Cn1c2c(c(=O)n(C)c1=O)C(c1cc3c(cc1Br)OCO3)CC(=O)N2 (centres undefined)	6%
COc1ccc(S(=O)(=O)CCC(=O)NCCc2ccc(S(N)(=O)=O)cc2)cc1	-3%
CCN(CC)CCNC(=O)c1ccc(N)cc1	-1%[12.8 µM]
O=Cc1ccc(Cl)c(Cl)c1	8%
COc1ccc(CNc2ncncc2-c2c(C)noc2C)c(OC)c1	9%
Cc1occc1-c1nnc(SCC(=O)NC(C)(C)C)n1C(C)c1ccccc1 (centres undefined)	12%
CN1CCCC2(CCN(C(=O)c3ccco3)CC2)C1	2%
Cc1cc(O)c(C(C)C)cc1NC(=O)Cn1nc(C)c2ccccc2c1=O	-3%
CCOc1ccccc1C(=O)N(C)Cc1cc2cc(OC)ccc2[nH]c1=O	10%
Nc1nc(N)c2[nH]cnc2n1 (tested in a mixture with another compound)	-2%[5.75 µM]
COc1ccccc1OCC(=O)c1[nH]c(C)c(C(C)=O)c1C	1%
O=C(Nc1ccccc1)N1CCC2(CC1)CCN(C(=O)c1ccco1)CC2	-2%
COc1ccc2[nH]c(C)c(CCN3C(=O)C4CC=CCC4C3=O)c2c1 (centres undefined)	8%
CCCc1nc(SCC(=O)N2CCCc3ccccc32)c2c(=O)n(C)c(=O)n(C)c2n1	12%
CC(C)(C)NC(=O)Cn1nnc(-c2cccs2)n1	-1%
Cn1c(SCc2c(Cl)cccc2Cl)nnc1-c1cccs1	14%
CNS(=O)(=O)c1ccc(Oc2ccc(S(=O)(=O)NC)cc2)cc1	9%
O=C1CC(N2CCN(Cc3ccccc3)CC2)C(=O)N1CCc1ccccc1 (centres undefined)	4%
COC(=O)[C@@]1(Cc2ccc(F)cc2)[C@H]2c3cc(C(=O)N4CCCC4)n(Cc4cccc5ccccc45)c3C[C@H]2CN1C(=O)c1ccccc1	1%
COc1ccc(N2CCN(c3nc4c(c(=O)n(C)c(=O)n4C)n3CCCc3ccccc3)CC2)cc1	-3%
Cc1noc(C)c1COC(=O)CN(C)S(=O)(=O)c1ccc(Cl)cc1	4%
COc1cccc(C(=O)COC(=O)C(C)N2C(=O)c3ccccc3C2=O)c1 (centres undefined)	-2%
Cc1noc(C)c1-c1nc(NCCN2CCOCC2)c2ccccc2n1	6%
COc1cc(OC)c(OC)cc1CN(C)CCc1ccccn1	-2%
O=C(CSc1nnnn1C1CCCCC1)Nc1cccc(NC(=O)c2ccco2)c1	10%
CC(=O)Nc1ccc(S(=O)(=O)c2ccc(N)cc2)cc1	10%
CCC(C(=O)OC)n1cnc2c(cnn2-c2ccc(Cl)cc2)c1=O (centres undefined)	10%
COc1cccc(-c2cc3nc4c(c(N5CCC6(CC5)OCCO6)n3n2)CCCC4)c1	-4%
CCCOc1ccccc1C1NC(=O)NC(C)=C1C(=O)OCCOC (centres undefined)	-2%
COC(=O)N[C@H](c1ccccc1)[C@@]1(C)C[C@@H]1[C@@H](C)C(=O)Nc1ccc2ccccc2c1	-4%
CCOC(=O)N1CCC(NC(=O)c2ccc3snnc3c2)CC1	14%
O=C(COC(=O)C1=COCCO1)Nc1ccc2c(c1)OCO2	15%
CCCCOC(=O)Nc1sc2c(c1C(=O)OC)CCC2	3%
CCN(Cc1ccccc1)S(=O)(=O)c1ccc(S(=O)(=O)N2CCN(CCC#N)CC2)cc1	12%
O=C(OC1CSc2nc3ccccc3n2C1)c1ccco1 (centres undefined)	-3%

(next part)
SMILES	AmpC det inh
COc1ccccc1NC(=O)Nc1ccc2c(c1)OCCO2	-5%
CC(=O)Nc1cc(NC(C)=O)c(CC(C)C)s1	13%
O=C(O)CCn1cnc2c(=S)nc[nH]c21	0%[5.75 µM]
C=C(C)C(=O)OCC(C)O (centres undefined)	7%
c1ccc(C[C@@H](c2ccccc2)N2CCCCC2)cc1	-4%
CCOC(=O)Nc1sc(C)nc1-c1ccccc1	12%
Cc1ccc(S(=O)ON2CCC(C(=O)O)(c3ccccc3)CC2)cc1 (centres undefined)	-4%[5.75 µM]
CCOc1ccccc1-n1c(SCC(=O)NCc2ccco2)nnc1-c1ccncc1	-3%
CC1Oc2ccccc2N(CC(=O)c2ccccc2)C1=O (centres undefined)	5%
COc1ccc(S(=O)(=O)N(C)CC(=O)N2CCOCC2)cc1Cl	-1%
Cc1cc(C)n2nc(SCc3nc4ccccc4[nH]3)nc2n1	11%
COc1ccc(N2CCN(C(=O)c3ccc(C)c(Cl)c3)CC2)cc1	-3%
Cc1cc(C(=O)O)c(CCCN)s1	-4%
